Screening results: PubChem, Broad Institute
PglD inh: C. jejuni PglD acetyltransferase inhibitors, primary screen, biochemical, DTNB colorimetric, single point | purified PglD enzyme, DTNB colorimetric CoA detection | inhibition, % at 12.5 µM | hit rate 0.098% among 360,000 | AID 602405, 2012; in the data active means inhibition above about 16%, passing the limit was not always enough; inconclusive means no clear call, values can overlap the other calls; further: strong numbers were not always called active
DENV2 CPE: inhibitors of DENV2 cytopathic effect, primary screen, cell-based, plate reader, single concentration. hit rate 1.7% among 350,000. DENV2-infected cells, cytopathic effect rescue. CPE inhibition, % at 9.99 µM; in the data active means CPE inhibition above about 20%, passing the limit was not always enough; inconclusive means no clear call, values can overlap the other calls; tested in BHK-21 cells;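 further: 0% = median of neutral control wells and 100% = median of positive control wells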
S100A4 inh HTS: inhibitors of S100A4-myosin IIA peptide binding, primary screen, biochemical, fluorescence polarization, TAMRA-MyoIIA peptide; Protein S100-A4 (Homo sapiens), P26447; inhibition, % at 10.7 µM; hit rate 0.14% among 360,000; AID 652163, 2013;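 active means mean inhibition of at least 70% across replicates, with every replicate also reaching that level; inconclusive means mean inhibition reaches 70% but some replicates fall short; inactive means mean inhibition below 70%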
Target sequence (P26447 whole entry, looked up): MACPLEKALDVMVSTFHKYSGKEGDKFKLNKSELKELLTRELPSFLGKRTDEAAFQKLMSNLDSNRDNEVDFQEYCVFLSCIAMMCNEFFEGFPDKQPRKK
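incubation = readout 5 min after mixing, signal stable up to 60 min | system = S100A4 monomer protein | buffer or medium = HEPES pH 7.2 with CaCl2, KCl, NaCl, DTT, Triton | benchmarks = neutral control DMSO, positive control TFP | also added = fluorescent myosin IIA peptide, 5 nM | compound dosing = one concentration per compound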
E-sel inducer: E-selectin induction in HUVECs, primary screen, imaging, HUVEC, immunofluorescence imaging, single point; P16581; normalized: neutral wells 0, TNF-alpha wells 100; activation, % at 7.58 µM; hit rate 0.37% among 260,000; AID 686992, 2013;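 active means mean E-selectin-positive cell signal at least 10% of the positive control, reached in at least 60% of replicates, without over 20% cell loss; inconclusive means no rule given, readout overlaps actives, possibly toxicity-flagged; inactive means the rest, including those meeting only one limit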;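 further: in these data hits start at about 27%; measured in HUVEC primary endothelial cells; signal is the percent of cells scored E-selectin positive by PE staining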
Target sequence (P16581 whole entry, looked up): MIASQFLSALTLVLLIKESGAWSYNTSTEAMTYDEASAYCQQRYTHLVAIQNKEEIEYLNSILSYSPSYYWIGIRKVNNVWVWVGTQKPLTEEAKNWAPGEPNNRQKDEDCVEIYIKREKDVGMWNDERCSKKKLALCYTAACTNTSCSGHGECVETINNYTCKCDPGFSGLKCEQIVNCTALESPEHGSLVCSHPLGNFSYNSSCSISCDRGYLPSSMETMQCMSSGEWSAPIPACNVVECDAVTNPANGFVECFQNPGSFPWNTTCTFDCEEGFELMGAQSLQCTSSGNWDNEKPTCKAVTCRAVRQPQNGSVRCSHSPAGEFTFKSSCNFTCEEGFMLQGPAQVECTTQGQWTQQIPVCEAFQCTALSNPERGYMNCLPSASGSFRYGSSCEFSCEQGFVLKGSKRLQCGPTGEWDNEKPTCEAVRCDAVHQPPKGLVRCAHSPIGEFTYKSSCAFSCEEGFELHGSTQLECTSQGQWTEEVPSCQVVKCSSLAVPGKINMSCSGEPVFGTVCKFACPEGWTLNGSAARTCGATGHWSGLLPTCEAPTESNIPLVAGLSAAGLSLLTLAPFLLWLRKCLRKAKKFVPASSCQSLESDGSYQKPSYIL
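Assay system: HUVEC, human umbilical vein endothelial cells / Amount: 3,000 HUVEC/well / Controls: TNF-alpha positive control, DMSO neutral control / Compound dosing: single concentration / Medium: EGM-2 over gelatin coat / Evaluation: percent E-selectin-positive cells / Signal: immunofluorescence imaging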
SIRT5 block: SIRT5 desuccinylase inhibitors, primary screen, biochemical, fluorescence imaging, single point, set 5 | NAD-dependent protein deacylase sirtuin-5, mitochondrial (Homo sapiens), Q9NXA8 | Purified SirT5, succinyl-peptide AMC, trypsin-coupled fluorescence | inhibition, % at 15 µM | hit rate 1.1% among 330,000; in the data active means inhibition above about 15%; inconclusive means no clear call, values can overlap the other calls
Target sequence (Q9NXA8 whole entry, looked up): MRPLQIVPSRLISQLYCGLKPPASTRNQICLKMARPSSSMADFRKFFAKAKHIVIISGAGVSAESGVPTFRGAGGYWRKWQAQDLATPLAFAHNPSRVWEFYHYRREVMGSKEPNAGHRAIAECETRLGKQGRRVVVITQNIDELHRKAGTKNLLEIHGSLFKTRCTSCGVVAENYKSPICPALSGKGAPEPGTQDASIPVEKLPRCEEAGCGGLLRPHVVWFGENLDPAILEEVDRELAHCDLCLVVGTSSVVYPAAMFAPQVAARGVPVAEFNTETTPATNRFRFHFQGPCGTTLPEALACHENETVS
C2C12 statin: suppressors of statin myotoxicity in C2C12 myotubes, primary screen, cell-based, single point, plate reader. C2C12 myotubes + simvastatin, ATP luminescence, 48 h; scaled: DMSO 0, geranylgeraniol control 100. rescue of ATP level, % at 7.49 µM. AID 602340, 2012. hit rate 0.78% among 330,000;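 active means mean ATP rescue above about 67%, or every replicate alone reaching that limit, limit read from the data, passing the limit was not always enough; inconclusive means no clear call, values can overlap the other calls; inactive means mean under the limit and some replicate under it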;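 further: myotubes were challenged with 10 µM simvastatin during compound exposure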
ERp5 inh: inhibitors of ERp5-driven insulin aggregation, primary screen, biochemical, turbidity, absorbance 650 nm, single point; Protein disulfide-isomerase A6 (Homo sapiens), Q15084; 90 min; inhibition, % at 9.99 µM; hit rate 0.05% among 350,000; AID 651711, 2012;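 active means mean replicate inhibition above about 25%, with every replicate also reaching it, limit read from the data, passing the limit was not always enough; inconclusive means only one of those two criteria met; inactive means neither criterion met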
* = called active by the depositor; ? = inconclusive; . = no result given; & = joins results of further samples.

SMILES	PglD inh	DENV2 CPE	S100A4 inh HTS	E-sel inducer	SIRT5 block	C2C12 statin	ERp5 inh
COc1ccc(S(=O)(=O)N(C)C[C@H]2OCCCC[C@H](C)Oc3ccc(NS(=O)(=O)c4ccc(F)cc4)cc3C(=O)N([C@@H](C)CO)C[C@H]2C)cc1	-2	-3	-5	-0.2	23*	18	5
CCNC(=O)Nc1ccc2c(c1)C(=O)N(C)[C@@H]1CC[C@H](CC(=O)N[C@H](C)c3ccccc3)O[C@@H]1CO2	2	?	3	0.1	2	-12	-2
COCCOC(=O)c1c(NC(=O)CN(C)c2ccccc2)sc(C(N)=O)c1C	.	2	-32	.	-3	.	?
CO[C@@H]1CN(C)C(=O)c2cc(NC(=O)C3CCC3)ccc2OC[C@H](C)N(C(=O)NC(C)C)C[C@@H]1C	-2	5	1	-0.1	2	4	-1
O=C(N/C(=C\c1ccccc1)C(=O)N1CCCCC1)c1ccc(Br)o1	0	8	1	-0.3	-1	-10	3
CC1(C)NC(=O)C(CCc2ccccc2)NC1=O (centres undefined)	-4	0	-1	0.0	-4	7	-10
C[C@H](CO)N1C[C@H](C)[C@@H](CN(C)S(=O)(=O)c2cn(C)cn2)Oc2ccc(NS(=O)(=O)c3ccc(Cl)cc3)cc2C1=O	3	-5	1	?	-2	-31	3
CCOc1ccc(S(=O)(=O)NCC2CCCO2)cc1NC(=O)c1ccccc1F (centres undefined)	-3	4	-7	.	-7	-4	-4
Cc1cc(Cl)c(OCCOCCN2CCCC(C)C2)c(Br)c1 (centres undefined)	4	-1	-18	.	-3	-12	6
Cc1ccc(S(=O)(=O)N2CCN(C(=O)c3cc(-c4cccs4)nn3-c3ccccc3)CC2)cc1	0	-7	16	2.2	9	-15	-2
C[C@H]1CN([C@@H](C)CO)C(=O)c2cccc(NC(=O)c3ccncc3)c2O[C@@H]1CN(C)S(C)(=O)=O	9	-1	-52	.	-3	-14	0
C[C@@H]1CCCCO[C@@H](CN(C)Cc2ccc(C(F)(F)F)cc2)[C@H](C)CN([C@@H](C)CO)C(=O)c2cc(NC(=O)Nc3ccc(F)cc3)ccc2O1	1	1	4	.	13	.	5
CC[C@@]1(C(=O)OC)N[C@H](CN(C)C(=O)Nc2ccc(F)cc2)[C@@H]2C(=O)N(Cc3ccccc3)C(=O)[C@@H]21	-4	-8	-3	0.1	1	2	-7
CCOC(=O)c1cn2nc(Oc3cccc(C(F)(F)F)c3)ccc2n1	.	-4	2	0.8	-12	-3	-2
CCCC#Cc1cnc2c(c1)C(=O)N([C@@H](C)CO)C[C@H](C)[C@@H](CN(C)C(=O)CCN1CCCCC1)O2	2	?	-8	0.6	-2	11	1

Next section, starting with the last 2 of the part before.
SMILES	PglD inh	DENV2 CPE	S100A4 inh HTS	E-sel inducer	SIRT5 block	C2C12 statin	ERp5 inh
CCOC(=O)c1cn2nc(Oc3cccc(C(F)(F)F)c3)ccc2n1	.	-4	2	0.8	-12	-3	-2
CCCC#Cc1cnc2c(c1)C(=O)N([C@@H](C)CO)C[C@H](C)[C@@H](CN(C)C(=O)CCN1CCCCC1)O2	2	?	-8	0.6	-2	11	1
Cc1ccc(C(=O)OCC(=O)Nc2nc(-c3ccccc3)cs2)cc1NC(=O)c1ccco1	-7	-1	-14	1.8	-3	0	4
Cc1ccc(S(=O)(=O)N(CC(=O)NCCSc2ccccn2)c2ccc(C)c(C)c2)cc1	1	16	-1	14	-1	.	2
O=C(NC(=S)Nc1c(Cl)ccc2nsnc12)c1ccco1	.	-3	-1	-0.2	3	.	-2
Cc1noc(C)c1S(=O)(=O)Nc1ccc2c(c1)C(=O)N([C@H](C)CO)C[C@H](C)[C@@H](CN(C)Cc1ccc(Cl)c(Cl)c1)OCCCC[C@@H](C)O2	-4	0	-1	0.1	2	-29	-10
N#Cc1nc(COc2ccccc2)oc1N1CCC(Cc2ccccc2)CC1	-4	.	1	.	-1	.	5
COc1ccc(-c2ccc3c(c2)O[C@H](CN(C)C(=O)c2ccccc2F)[C@@H](C)CN([C@H](C)CO)S3(=O)=O)cc1	-5	5	2	0.0	3	-21	7
O=C(COc1ccc([N+](=O)[O-])cc1)Nc1ccc(N2CCCC2)cc1	.	1	-5	1.0	-2	.	1
CC(C)NC(=O)N1CC(=O)N2[C@H](CO)[C@@H](c3ccc(C#CCN(C)C)cc3)[C@H]2C1	.	-4	2	0.0	-1	.	0
Cc1noc(C)c1S(=O)(=O)N(C)C[C@H]1Oc2c(NC(=O)C3CCCCC3)cccc2C(=O)N([C@H](C)CO)C[C@H]1C	-1	11	-3	0.8	4	12	-4
COc1cccc(S(=O)(=O)N(C)C[C@@H]2Oc3cc(C#CCC(C)C)ccc3S(=O)(=O)N([C@@H](C)CO)C[C@H]2C)c1	-1	17	0	-0.4	7	-39	2
NC(=O)NCC#Cc1ccc2c(c1)[C@]1(C(=O)N2)[C@H](C(=O)O)[C@H]2C(=O)O[C@H](c3ccccc3)[C@H](c3ccccc3)N2[C@@H]1c1ccc(OCCO)cc1	-3	1	0	.	3	.	-4
COCCc1ccc(OCC(O)CNC(C)C)cc1 (centres undefined)	6&1&-2	3&1	-5&1&-3	-2.2&0.0	-2&-8	-5&3&-6	3&7
COc1ccccc1C(=O)Nc1nnc(-c2ccco2)s1	4	12	6	.	-2	11	1
O=[N+]([O-])c1cccc(CP(=O)(c2ccccc2)c2ccccc2)c1	0	10	-5	-0.2	2	-1	5
C/C(=N/N=C(/C)c1cccs1)c1cccs1	-4	-1	-1	.	1	2	2
COc1cc(-c2cc(O)c(-c3ccc4ccccc4n3)c(=O)[nH]2)cc(OC)c1OC	.	-4	-14	-0.4	0	.	-8
O=S(=O)(c1ccccc1)N1CCCc2nc(-c3ccccc3)ccc21	.	-3	7	0.7	.	.	4
CO[C@@H]1CN(C)C(=O)c2ccc(NC(C)=O)cc2OC[C@@H](C)N(C(=O)Nc2ccccc2F)C[C@H]1C	1	7	2	0.0	-1	0	-10
O=C(NCCCc1ccccc1)c1cc(COc2c(F)cccc2F)on1	2	6	-3	.	-3	-3	5
Nc1c(-c2ccc(F)cc2)nc2ncccn12	.	3	-3	0.0	2	.	-5
COc1ccc2c3c([nH]c2c1)[C@H](CO)N(C(=O)C1CC1)CC31CN(C(=O)NC(C)C)C1	.	30*	-1	-0.4	2	.	4
CS(=O)(=O)N1c2ccccc2[C@@]2(Br)C[C@H]3C(=O)N[C@@H](Cc4ccccc4)C(=O)N3[C@@H]12	-4	-12	0	0.2	5	-4	9
O=C(NCCCO)c1c(O)c2cccc3c2n(c1=O)CCC3	0	?	4	-0.2	-3	6	3
COc1ccc(S(=O)(=O)Nc2cccc3c2O[C@H](CN(C)Cc2ccncc2)[C@H](C)CN([C@H](C)CO)C3=O)cc1	-3	10	2	0.7	1	-1	3
CSc1ccccc1OCc1cc(C(=O)N2CCN(c3ccccc3)CC2C)no1 (centres undefined)	1	-3	-2	-0.7	-4	14	-3
O=S(N1CCc2ccccc21)C12CC3CC(CC(C3)C1)C2 (centres undefined)	.	-7	-4	0.8	1	.	2
Cc1nc2c(C)cccn2c(=O)c1NC(=O)c1ccco1	.	3	-2	.	0	.	-1
O=C(Nc1ccccc1)c1cn2ccccc2n1	-3	-7	3	.	-2	.	-1
COc1ccc(NC(=O)N[C@@H]2CC[C@H](CCn3cc(-c4ccccc4)nn3)O[C@@H]2CO)cc1	9	-4	-7	-0.6	-9	1	0
C[C@H](CO)N1C[C@H](C)[C@H](CN(C)Cc2ccc(Oc3ccccc3)cc2)Oc2ccc(NS(=O)(=O)c3cccs3)cc2CC1=O	3	8	-9	0.8	4	23	3

Of the compounds above, these have an NH in an aromatic ring:
SMILES	PglD inh	DENV2 CPE	S100A4 inh HTS	E-sel inducer	SIRT5 block	C2C12 statin	ERp5 inh
COc1cc(-c2cc(O)c(-c3ccc4ccccc4n3)c(=O)[nH]2)cc(OC)c1OC	.	-4	-14	-0.4	0	.	-8
COc1ccc2c3c([nH]c2c1)[C@H](CO)N(C(=O)C1CC1)CC31CN(C(=O)NC(C)C)C1	.	30*	-1	-0.4	2	.	4

Additional structures.
SMILES	PglD inh	DENV2 CPE	S100A4 inh HTS	E-sel inducer	SIRT5 block	C2C12 statin	ERp5 inh
C[C@H]1CN([C@@H](C)CO)C(=O)Cc2cc(NC(=O)C3CC3)ccc2O[C@H]1CN(C)C(=O)Nc1ccc(F)cc1	-3	8	3	0.2	-3	10	3
COC(=O)C(CC(=O)c1ccc(C)cc1)n1nc(C)cc1C (centres undefined)	2	-1	0	.	1	9	1
CCc1nnc(NC(=S)Nc2ccccc2)s1	.	2	-1	.	-1	.	0
CC(=O)Nc1ccc(Cc2nc3ccccc3[nH]2)cc1	.	8	2	.	-3	.	-1
COc1ccc(NC(=O)CSc2nc3c(c(=O)n2-c2ccccc2OC)SCC3)cc1	-5	?	-1	0.0	-8	4	6
CC(=O)c1cccc(N2Cc3ccccc3C2=NC(=O)CCl)c1	.	5	-10	0.0	-1	.	-1
COc1ccc(NC(=O)Nc2ccc3c(c2)C(=O)N([C@H](C)CO)C[C@H](C)[C@H](CN(C)Cc2ccc(-c4ccccc4)cc2)O3)cc1	-2	?	16	-1.1	13	-57	-6
CC1Cc2[nH]c(=S)[nH]c(=O)c2C(C)O1 (centres undefined)	.	-3	-2	0.1	2	.	4
O=C(NCc1cccs1)c1cc(-c2ccccc2)nn1CC1CC(c2cccnc2)=NO1 (centres undefined)	2	.	.	-0.1	.	14	.
CCOC(=O)N1CCN(S(=O)(=O)N2CCCC(C(=O)NCCc3ccc(C)cc3)C2)CC1 (centres undefined)	-2	11	-3	.	-1	11	1
O=C(CCN1C(=O)NC2(CCCC2)C1=O)Nc1ccc(-c2nc3ccccc3s2)cc1	-4	-3	-5	1.5	-4	-15	2
Cc1nn(-c2ccccc2)c(Cl)c1/C=N/NC(=O)c1[nH]ncc1Br	3	20	-3	.	-2	-58	2
Cc1cccc(C)c1NC(=O)C1(C)CSCC(=O)N1C1CCN(Cc2ccccc2)CC1 (centres undefined)	.	1	1	-0.2	1	.	0
COc1ccc(OCC(=O)N2N=C(C)CC2(O)C(F)(F)F)cc1 (centres undefined)	.	0	-4	-2.4	-1	.	2
Cc1ccc(C(C)C)c(OCCCCCN2CCOCC2)c1	-3	8	5	0.6	-6	1	2
COc1ccc(C2=NOC(Cn3nc(C(=O)NCc4ccc5c(c4)OCO5)cc3-c3ccccc3)C2)cc1 (centres undefined)	-7	10	1	0.1	2	-23	6
COc1ccc([N+](=O)[O-])cc1CN1CCN(c2ncc(Cc3ccccc3)cn2)CC1	.	-3	-1	0.1	-2	.	1
COc1ccc(CN2CC(=O)N(c3cccc(Cl)c3)C2=S)cc1OC	-7	-4	-6	25	0	-15	-1
COc1ccc(C2/C(=C(/O)c3ccc4c(c3)CC(C)O4)C(=O)C(=O)N2CCCn2ccnc2)cc1OC (centres undefined)	0	-10	-3	0.0	1	-1	0
COC(=O)C1=C(NC(=O)c2cccc(OC)c2)CCS1	0	6	-1	.	-15	14	-3
O=C(C[C@@H]1CC[C@H]2[C@@H](COC[C@@H](O)CN2C(=O)Nc2cccc(Cl)c2)O1)NCCCN1CCOCC1	-5	0	3	0.3	-1	-2	2
CCOC(=O)/C=C1\SCC(=O)N1CC(=O)NCCOC	-2	1	-2	0.4	9	-3	5

Not all compounds are listed, so the mix of outcomes need not match the whole.
